RGS4 inhibitor – Inhibitors of Regulator of G Protein Signaling (RGS) 4: qHTS; Regulator of G-protein signaling 4 (Homo sapiens), P49798; Transcreener GDP fluorescence polarization, RGS4-accelerated GTP hydrolysis; Potency, µM (series often up to 114 µM), without a hit: at the top dose activity change, negative = inhibition, hits mostly inhibitors; 390,000 tested, 0.039% active; AID 504845, 2011; further: potency means the concentration at half of the fitted maximal effect; on the % scale 0 is the no-effect control and ±100 the full control effect; nearly all actives have a fitted effect of over 75% in size; some results filed as inactive show a strong effect at the top dose
Target sequence (P49798 whole entry, looked up): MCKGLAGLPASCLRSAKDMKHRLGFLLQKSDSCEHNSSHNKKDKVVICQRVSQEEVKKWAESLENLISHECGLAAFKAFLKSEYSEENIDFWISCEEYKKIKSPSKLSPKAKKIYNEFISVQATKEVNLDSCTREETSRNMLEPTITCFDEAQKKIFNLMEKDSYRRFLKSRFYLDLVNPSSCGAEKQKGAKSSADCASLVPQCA
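MLSMR compounds (23 nl, pin-transferred) preincubated 10 min at room temperature with a 500nM (2x) first reagent, then RGS4 at 900nM (2x) plus Transcreener GDP mix added; fluorescence polarization (620/688 nm) read before and after 90 min at 30 °C.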
BAZ2B inh – qHTS Assay for Inhibitors of BAZ2B | Bromodomain adjacent to zinc finger domain protein 2B (Homo sapiens), Q9UIF8 | AlphaScreen BAZ2B-H3K14Ac peptide displacement | Potency, µM (top dose mostly 114 µM), for inactives: top-dose activity change, negative = inhibition, most hits filed as inhibitors | 360,000 tested, 4.4% active | AID 504333, 2011; further: potency means the concentration at half of the fitted maximal effect; on the % scale 0 is the no-effect control and ±100 the full control effect; nearly all actives have a fitted effect of over 60% in size
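AlphaScreen displacement: compounds (up to 110uM) incubated 30 min at room temperature with a preformed 50 nM BAZ2B/50 nM biotinylated H3K14Ac peptide complex in PBS pH 7.4 with Tween-20. Donor and acceptor beads at 10 ug/mL final added, 20 min light-protected before reading.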
ALOX12 inh – Primary qHTS assay for inhibitors of human arachidonate 12S-lipoxygenase (ALOX12): Round 2; Polyunsaturated fatty acid lipoxygenase ALOX12 (Homo sapiens), P18054; purified 12hLO, xylenol orange hydroperoxide absorbance; Potency, µM (series often up to 108 µM), for inactives: at the top dose activity change, negative = inhibition, actives largely listed as inhibitors; 580,000 tested, 1.1% active; further: potency means the concentration at half of the fitted maximal effect; on the % scale 0 is the no-effect control and ±100 the full control effect
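Purified human 12hLO (150 nM final) in 25 mM Hepes, 0.01% Triton X-100, pH 7.0 was preincubated 15 min at room temperature with compound. Then 40 uM arachidonic acid was added, 30 min. Hydroperoxide was read by Fe-XO absorbance ratio 573/405 nm.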
G9a block – qHTS Assay for Inhibitors of Histone Lysine Methyltransferase G9a | Histone-lysine N-methyltransferase EHMT2 (Homo sapiens), Q96KQ7 | G9a H3K9 monomethylation, AlphaScreen, 2 h | Potency, µM (doses to about 102 µM), inactives show top-dose activity, negative = inhibition, actives largely listed as inhibitors | 350,000 tested, 8.8% active | AID 504332, 2011; further: potency means the concentration at half of the fitted maximal effect; on the % scale 0 is the no-effect control and ±100 the full control effect; nearly all actives have a fitted effect of over 75% in size
Target sequence (Q96KQ7 913-1193 limits assumed): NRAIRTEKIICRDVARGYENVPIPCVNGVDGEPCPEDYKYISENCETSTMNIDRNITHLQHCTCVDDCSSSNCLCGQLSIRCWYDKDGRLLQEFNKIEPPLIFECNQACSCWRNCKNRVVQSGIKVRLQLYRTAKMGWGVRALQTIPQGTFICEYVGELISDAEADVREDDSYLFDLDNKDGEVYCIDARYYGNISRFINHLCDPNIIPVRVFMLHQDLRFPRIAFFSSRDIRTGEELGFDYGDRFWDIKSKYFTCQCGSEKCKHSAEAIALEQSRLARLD
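Signal arises when biotinylated H3K9 peptide, once monomethylated, bridges streptavidin donor and antibody-captured acceptor beads. Enzyme at 20 nM was preincubated 15 min with test compounds; peptide 500 nM and SAM 20 uM then reacted for 2 h.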
GLS inh – qHTS for Inhibitors of Glutaminase (GLS) | 410,000 tested, 0.21% active | GLS enzymatic activity, qHTS titration | AID 624170, 2012 | Potency, µM (top dose mostly 45.5 µM), for inactives: top-dose activity change, negative = inhibition, actives largely listed as inhibitors; further: potency means the concentration at half of the fitted maximal effect; on the % scale 0 is the no-effect control and ±100 the full control effect
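Glutamate formation by hKGA was monitored fluorometrically using coupled glutamate oxidase, HRP and Amplex Red. Substrate was added as 1 mM L-glutamine solution; incubation was 30 min at RT after an initial read.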
ERG Ets-DNA blk – qHTS for Small Molecule Inhibitors of the ERG Ets/DNA interaction; Transcriptional regulator ERG (Homo sapiens), P11308; fluorescence polarization, His-ERG Ets domain / labelled DNA; Potency, µM (titrated, usually from 76.9 µM), for inactives: at the top dose FP activity, negative = inhibition, usual class: inhibitors; 370,000 tested, 0.028% active; AID 624246, 2012; active means well fitted inhibition curve with a large enough effect in the polarisation, with a control signal flat; inconclusive means small, poorly fitted or top-dose-only effect, or effect the other way, or a change in a side signal; inactive means no such curve, though single readings can be large or run the other way; the % refers to the polarisation;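 further: polarization taken with two DNA probes labelled with fluorescein and Texas red; potency means the concentration at half of the fitted maximal effect; % of control where 0% means no effect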
Target sequence (P11308 whole entry, looked up, the tested form may be a part): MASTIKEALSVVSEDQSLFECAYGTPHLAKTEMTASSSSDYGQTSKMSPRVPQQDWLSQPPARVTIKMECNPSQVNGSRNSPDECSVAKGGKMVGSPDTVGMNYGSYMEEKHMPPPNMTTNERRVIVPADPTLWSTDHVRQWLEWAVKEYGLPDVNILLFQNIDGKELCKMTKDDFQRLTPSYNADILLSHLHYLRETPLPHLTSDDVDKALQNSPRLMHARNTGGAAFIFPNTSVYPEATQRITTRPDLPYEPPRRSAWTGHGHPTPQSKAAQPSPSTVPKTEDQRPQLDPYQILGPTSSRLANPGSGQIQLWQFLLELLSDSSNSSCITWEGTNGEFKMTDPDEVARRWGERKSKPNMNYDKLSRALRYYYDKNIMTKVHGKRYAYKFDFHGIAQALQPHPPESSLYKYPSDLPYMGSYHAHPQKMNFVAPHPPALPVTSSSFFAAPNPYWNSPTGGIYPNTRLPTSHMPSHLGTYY
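His-tagged ERG Ets domain (1 uM in the protein solution; 300mM KCl, 50mM Tris-HCl, 1mM EDTA, 1mM DTT, pH 7.5) received compound, then a probe mix of 5 nM fluorescein-DNA and 100nM Texas-615-DNA. Fluorescence polarization was read for both dyes.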
JMJD2A Tudor – qHTS Assay for Inhibitors of JMJD2A-Tudor Domain. Potency, µM (titrated, usually from 114 µM), without a hit: at the highest dose activity change, negative = inhibition, usual class: inhibitors. 390,000 tested, 4.4% active. Lysine-specific demethylase 4A (Homo sapiens), O75164. AID 504339, 2011. AlphaScreen JMJD2A-Tudor / H3K4me3 peptide binding; further: potency means the concentration at half of the fitted maximal effect; on the % scale 0 is the no-effect control and ±100 the full control effect; nearly all actives have a fitted effect of over 50% in size
PI4K2A inh – qHTS for small molecular inhibitors of PI4K2A; Phosphatidylinositol 4-kinase type 2-alpha (Homo sapiens), Q9BTU6; purified PI4K2A, ADP-Glo luminescence, 1 h; stronger effect = lower value; activity change, negative = inhibition, % at 76.9 µM; 420,000 tested, 0.13% active; AID 1346378, 2018; in the data active means activity change below about -50%; inconclusive means mostly about -30% to -49%;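 further: -100% = wells without enzyme as full effect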
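In this quantitative HTS, ADP production by PI4K2A was quantified luminescently after 1 h at ambient temperature; 100 microM adenosine served as plate-quality control.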
HP1b chromo inh – HTS for Inhibitors of HP1-beta Chromodomain Interactions with Methylated Histone Tails; AlphaScreen HP1-beta / biotin-H3K9me3 peptide binding; 390,000 tested, 0.56% active; AID 540317, 2011; Potency, µM (series often up to 114 µM), inactives show at the top dose activity change, negative = inhibition, most hits filed as inhibitors; Chromobox protein homolog 1 (Homo sapiens), P83916; further: potency means the concentration at half of the fitted maximal effect; nearly all actives have a fitted effect of over 70% in size; inactives centre near 23
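HP1-beta protein (50 nM final) preincubated 30 min at room temperature with biotinylated H3(1-18)K9me3 peptide (50 nM) in PBS pH 7.4, 0.01% Tween-20, then compound added for 30 min. AlphaScreen streptavidin donor/nickel chelate acceptor beads (10 ug/mL final), 30 min dark, luminescence read.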
Numbers without * were called inactive; ? = inconclusive; . = no result given; [ ] = dose if it differs, or a comment. Unless noted, the call rests on the fitted dose curve; in most records, active means well fitted curve in the direction sought with a large enough effect; inconclusive means small, poorly fitted or top-dose-only effect, or another doubt; inactive means no such curve, though single readings can be large; an effect the other way counts as inactive or inconclusive. These rows are one share of the data; the hit share may differ from the screen's.

# | mol | RGS4 inhibitor | BAZ2B inh | ALOX12 inh | G9a block | GLS inh
1 | CCn1c(SCC(=O)NC2CCCC2)nnc1-c1c[nH]c2ccccc12 | -8% | 9% | 4% | 5%[59 µM] | 1%
2 | COc1cc(OC)c(C2=NOC(C(=O)N3CCN(C(=O)c4ccco4)CC3)C2)cc1Cl (stereo unspecified) | -4% | -9% | 0% | -45% | -16%
3 | O=C(NCCCN1CCOCC1)C(=O)N/N=C/c1ccc2c(c1)OCO2 | -20% | -10% | -3% | . | 10%
4 | CCc1ccc(NC(=O)CSc2nnc(SCC(=O)Nc3ccc(CC)cc3)n2N)cc1 | -6% | 6% | 7% | -27%[59 µM] | 0%
5 | Cc1cccc(NC(=O)CN2CCN(CC(=O)Nc3cccc(C)c3)CC2)c1 | -9% | 6% | -4% | 50µM* | 0%
6 | CC(=O)Nc1ccc(C(=O)CSc2nc3ccccc3n2CC(=O)N2CCCC2)cc1 | ? | -1% | -18% | ? | 9%
7 | COc1cc(NC(=O)C/C(C)=N/NC(=O)c2ccccn2)c(OC)cc1Cl | -39% | -23% | 9% | 19% | -22%
8 | Cc1oc(-c2cc(F)ccc2F)nc1CN1CCN(c2cnccn2)CC1 | -11% | 71µM* | -7% | . | -7%
9 | CCOC(=O)c1cc(-c2ccc(OC)cc2)n(CCC(=O)Nc2nc3ccc(OCC)cc3s2)c1C | 0% | 0% | -18% | -31%[59 µM] | 0%
10 | COc1ccc(-c2nnc(SCC(=O)Nc3ccc(Cl)cc3)n2C)cc1 | -1% | 9% | -1% | 20%[59 µM] | 7%
11 | O=C1Nc2ccccc2C1Cc1ccccn1 (stereo unspecified) | -7% | ? | 273%[activator] | ? | 5%
12 | COC(=O)C(NC(=O)CN1C(=O)c2ccccc2C1=O)c1ccc(O)c(OC)c1 (stereo unspecified) | 24% | -23% | 20% | 1% | 64%[activator]
13 | Cc1ccc(NC(=O)N(CCCN2CCOCC2)Cc2cccs2)cc1C | 20% | -27% | 8%[57.4 µM] | -30% | 9%
14 | CCOC(=O)c1sc(Nc2nc(OC)cc(OC)n2)nc1C | -3% | -12% | 3% | . | -26%
15 | CCOc1ccc(S(=O)(=O)Nc2ccccc2C(=O)Nc2ccccc2N2CCOCC2)cc1 | -11% | 7% | 19% | ? | 17%

# | ERG Ets-DNA blk | JMJD2A Tudor | PI4K2A inh | HP1b chromo inh
1 | 6% | -7% | 0 | 28%
2 | -8% | -11% | -11 | 41%[activator]
3 | -26% | -26% | 2 | -6%
4 | -10% | 15% | 0 | 16%
5 | -3% | -17% | 2 | 17%
6 | -15% | -12% | -3 | -12%
7 | 13% | -26% | -8 | 50%[activator]
8 | -17% | -20% | -3 | 26%
9 | -7% | -14% | -1 | 39%[activator]
10 | . | -1% | 1 | 27%
11 | 8% | 89µM* | 1 | 1%
12 | -4% | -12% | -1 | 22%
13 | 10% | -10% | 1 | 33%
14 | -8% | -19% | -1 | 2%
15 | 4% | -17% | 6 | 31%

Carrying on.
# | mol | RGS4 inhibitor | BAZ2B inh | ALOX12 inh | G9a block | GLS inh
16 | CCc1nnc(NC(=O)CSc2nnnn2-c2cccc(C(=O)OC)c2)s1 | -20% | -2% | 41%[activator] | 5%[2.33 µM] | 5%
17 | COc1cc(OC)c2c(-c3cccc(/C=C/c4ccc(F)cc4)c3)cc(=O)oc2c1 | -10% | . | -30% | 8%[59 µM] | -5%
18 | CCOc1ccc(NC(=O)c2ccccc2NS(=O)(=O)c2ccc(F)cc2)c([N+](=O)[O-])c1 | -15% | ? | ? | ? | -3%
19 | O=C(CSc1ccc(-c2ccccc2)nn1)Nc1ccc2c(c1)OCCO2 | 18% | ? | 1% | -8%[59 µM] | -2%
20 | COc1ccc(-n2nc3c(c2NC(=O)CC(C)C)CS(=O)C3)cc1 (stereo unspecified) | 27% | -5% | -7% | -1%[59 µM] | -7%
21 | Cc1cccc(N=N/C(=C\O)C(=O)c2ccc(Br)cc2)c1 | 10% | ? | -13% | 11µM* | -2%
22 | O=C(CSc1c2c(nc3ccc(Cl)cc13)CCCC2)NCCCN1CCOCC1 | 0% | -40% | -1% | -6%[59 µM] | -4%
23 | CN1/C(=C\C(=S)NC(=O)c2cccc(Br)c2)C(C)(C)c2ccccc21 | -14% | 10µM* | ? | 14µM* | 14%
24 | COc1cccc(N2CCN(c3ncnc4onc(-c5ccc(Cl)cc5)c34)CC2)c1 | 10% | 27% | -13% | 9%[59 µM] | -6%
25 | CCOC(=O)Nc1c(C)n(C)n(-c2ccccc2)c1=O | 2% | 11% | 25% | 24% | 1%
26 | Cc1ccc(-c2nn3c(C)nnc3s2)cc1NC(=O)c1ccco1 | 22% | ? | 22%[57.4 µM] | ? | -3%
27 | Cc1ccc(/C=N/NC(=O)CSc2nc3ccccc3c(=O)n2-c2ccccc2)s1 | 3% | 2% | -9% | -5%[59 µM] | 11%
28 | Cc1cc(C)n(-c2c(F)c(F)c(CN3CCOCC3)c(F)c2F)n1 | -10% | 0% | -1% | -3% | 3%
29 | CCc1ccccc1NC(=O)c1cnccn1 | -12% | 11% | -5% | 27%[59 µM] | -14%
30 | CCSC(=O)N(CC)CC(=O)Nc1c(CC)cccc1CC | 30% | 12% | . | 7%[2.33 µM] | 13%

# | ERG Ets-DNA blk | JMJD2A Tudor | PI4K2A inh | HP1b chromo inh
16 | -9% | -20% | -11 | 27%
17 | -6% | -7% | -1 | 61%[activator]
18 | -9% | ? | 5 | -36%
19 | 9% | -19% | 1 | 12%
20 | 0% | -19% | 9 | 24%
21 | 3% | ? | -2 | -9%
22 | 6% | -20% | -1 | 18%
23 | 8% | 20µM* | -15 | ?
24 | 1% | -15% | -2 | 74%[activator]
25 | -14% | -7% | -2 | 27%
26 | -7% | -29% | -2 | 21%
27 | . | -10% | 2 | 30%
28 | -3% | -8% | -3 | 36%
29 | -2% | -15% | -4 | 42%[activator]
30 | 8% | 0% | -1 | 17%

Remaining list, next part
# | mol | RGS4 inhibitor | BAZ2B inh | ALOX12 inh | G9a block | GLS inh
31 | COCCNC(=O)c1ccc2c(c1)ncn2-c1cc(C)ccc1OC | -20% | 5% | -15% | -19%[59 µM] | -5%
32 | COc1cccc(CNC(=O)c2ccc(C3SCCS3)cc2)c1 | -41% | -15% | 177%[activator] | -4% | 19%
33 | CSc1sc(C(=O)OC(C)C)c2c1C(=O)CC(C)(C)C2 | 12% | 3% | 0% | 3% | -1%
34 | C=CCC(Nc1ccccc1)C12C=CC(O1)C(C(=O)OC)=C2C(=O)OC (stereo unspecified) | ? | 5% | 48%[activator] | 3%[59 µM] | 2%
35 | Cc1cc(C(=O)Nc2cc(C(C)(C)C)on2)c(C)o1 | 9% | -14% | 10% | 13% | -3%
36 | COc1cc(-c2cc3n(C)c(C)c(CCC(=O)Nc4ccc(F)cc4)c(=O)n3n2)cc(OC)c1OC | -10% | 9% | -22% | -1%[59 µM] | -10%
37 | COc1ccc2oc(C)c(C(=O)NN)c2c1 | 2% | -11% | 0% | 10µM* | 70%[activator]
38 | COc1ccc(CCNC(=O)C(=O)NCC2OCCN2S(=O)(=O)c2ccc3c(c2)OCCO3)cc1OC (stereo unspecified) | 6% | -19% | 457%[activator] | . | -4%

# | ERG Ets-DNA blk | JMJD2A Tudor | PI4K2A inh | HP1b chromo inh
31 | 0% | -8% | 2 | 23%
32 | -4% | -8% | 0 | 40%[activator]
33 | 2% | -5% | -20 | 37%
34 | -4% | -13% | 14 | 37%
35 | 1% | -2% | -5 | 47%[activator]
36 | 0% | -8% | -3 | 19%[57 µM]
37 | . | -23% | -2 | 24%
38 | 1% | -14% | -3 | 30%

Records listed above marked active in G9a block:
# | mol | RGS4 inhibitor | BAZ2B inh | ALOX12 inh | G9a block | GLS inh
5 | Cc1cccc(NC(=O)CN2CCN(CC(=O)Nc3cccc(C)c3)CC2)c1 | -9% | 6% | -4% | 50µM* | 0%
21 | Cc1cccc(N=N/C(=C\O)C(=O)c2ccc(Br)cc2)c1 | 10% | ? | -13% | 11µM* | -2%
23 | CN1/C(=C\C(=S)NC(=O)c2cccc(Br)c2)C(C)(C)c2ccccc21 | -14% | 10µM* | ? | 14µM* | 14%
37 | COc1ccc2oc(C)c(C(=O)NN)c2c1 | 2% | -11% | 0% | 10µM* | 70%[activator]

# | ERG Ets-DNA blk | JMJD2A Tudor | PI4K2A inh | HP1b chromo inh
5 | -3% | -17% | 2 | 17%
21 | 3% | ? | -2 | -9%
23 | 8% | 20µM* | -15 | ?
37 | . | -23% | -2 | 24%

Source: PubChem BioAssay
